High-throughput results (PubChem BioAssay)
TAAR1 ag = agonists of human TAAR1; AID 624467; Q96RJ0; CHO RD-HGA16 TAAR1, Fluo-8 calcium fluorescence; vehicle wells 0%, saturating PEA agonist 100%; hit rate 0.99% among 360,000; activation, % at 3 µM;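 active = activation above the mean activation of all test compounds in the run plus 3 SD, cut at about 38% in these data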
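System: CHO-derived RD-HGA16 cells with stable Gα16 and human TAAR1 / Times: 17-24 h plating, Fluo-8 75 min 37 °C, 30 min RT / Technique: calcium-sensitive Fluo-8 signal, excitation 470-495, emission 515-575 nm / Measure: % activation relative to PEA EC100 response / Benchmarks: DMSO and PEA EC100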
CHO parental Ca = counter-screen: ATP calcium response change in parental CHO cells | parental CHO-K1, ATP-induced calcium, Fluo-8 fluorescence | hit rate 0.63% among 330,000 | inhibition, % at 5.6 µM;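 active = inhibition above that plate's mean sample inhibition plus 3 SD, cut at about 26% in these data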;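 also: 0% = ATP-challenged DMSO wells and 100% = DMSO wells without ATP; some compounds past the cut are filed as inactive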
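Material: Parental CHO cells | Reagent: ATP | Compound dosing: Single nominal dose of 5.6 µM per compound | Detection: Intracellular calcium via Fluo-8 no-wash fluorescent dye | Read-out: % inhibition of ATP-induced calcium mobilization | Benchmarks: Low control ATP plus DMSO, high control DMSO only | Replicates: Singlicate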
CHO-K1 Ca PAM = M1 PAM counterscreen hit in parental CHO-K1 cells; ATP EC20, Fluo-8 calcium fluorescence; 0% at ATP EC20, 100% at ATP max; activation, % at 3 µM; hit rate 0.02% among 360,000;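 active = activation above the run cutoff, the mean activation of all test compounds plus 3 SD, cut at about 40% in these data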;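 also: peak over basal fluorescence ratio in a 140 s read after ATP addition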
OXTR potentiate = human OXTR potentiation; activation, % at 3 µM; hit rate 0.061% among 320,000; CHO-OTR cells, Fluo-8 calcium fluorescence, potentiator mode; 0% = oxytocin EC15, 100% = EC100;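 active = activation above that plate's cutoff, the mean activation of tested compounds plus 3 SD, cut at about 6.6% in these data, passing the limit was not always enough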;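 also: 100% uses oxytocin at 75 nM as the full agonist control; some results filed as inactive read as strong as hits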
Target sequence (P30559 whole entry, looked up): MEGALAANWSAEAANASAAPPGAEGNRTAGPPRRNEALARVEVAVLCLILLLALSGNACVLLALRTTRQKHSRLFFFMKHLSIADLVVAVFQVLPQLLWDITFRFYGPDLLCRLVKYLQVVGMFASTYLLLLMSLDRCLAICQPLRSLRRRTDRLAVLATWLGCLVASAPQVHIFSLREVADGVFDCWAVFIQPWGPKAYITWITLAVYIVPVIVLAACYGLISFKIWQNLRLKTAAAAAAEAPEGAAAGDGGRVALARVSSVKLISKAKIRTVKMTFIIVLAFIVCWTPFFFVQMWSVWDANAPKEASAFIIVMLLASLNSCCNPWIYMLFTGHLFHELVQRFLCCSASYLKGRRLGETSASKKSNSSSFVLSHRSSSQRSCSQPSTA
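Material: CHO-OTR cells, human receptor; compound dosing: single dose, 3.0 µM nominal final compound concentration; schedule: 6 min compound pre-incubation at room temperature, 100 s kinetic read; measured by: kinetic Fluo-8 calcium fluorescence; read-out basis: % activation vs EC15 and EC100 oxytocin; controls: EC15 oxytocin alone as 0%, 75 nM oxytocin as 100%; replicates: singlicate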
CHO-K1 Ca antag = M1 antagonist counterscreen hit in parental CHO-K1 cells; AID 602250; hit rate 0.6% among 360,000; ATP-induced calcium, Fluo-8 fluorescence; inhibition, % at 3 µM;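 active = inhibition above a per-plate cutoff, the plate's mean sample inhibition plus 3 SD, cut at about 24% in these data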;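 also: 0% = DMSO plus EC80 ATP and 100% = DMSO alone without ATP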
CHRM1 antagonist = antagonists of human M1 muscarinic receptor. hit rate 1.3% among 360,000. AID 588852. P11229. inhibition, % at 3 µM. CHO-K1 hM1, Fluo-8 calcium fluorescence, ACh EC80 antagonist;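 active = percent inhibition above its own plate's cutoff, namely the mean of that plate's compound wells plus 3 SD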;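 also: peak over basal fluorescence ratio during 140 s after agonist addition; 0% = ACh EC80 plus DMSO and 100% = DMSO alone without agonist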
Target sequence (P11229 whole entry, looked up): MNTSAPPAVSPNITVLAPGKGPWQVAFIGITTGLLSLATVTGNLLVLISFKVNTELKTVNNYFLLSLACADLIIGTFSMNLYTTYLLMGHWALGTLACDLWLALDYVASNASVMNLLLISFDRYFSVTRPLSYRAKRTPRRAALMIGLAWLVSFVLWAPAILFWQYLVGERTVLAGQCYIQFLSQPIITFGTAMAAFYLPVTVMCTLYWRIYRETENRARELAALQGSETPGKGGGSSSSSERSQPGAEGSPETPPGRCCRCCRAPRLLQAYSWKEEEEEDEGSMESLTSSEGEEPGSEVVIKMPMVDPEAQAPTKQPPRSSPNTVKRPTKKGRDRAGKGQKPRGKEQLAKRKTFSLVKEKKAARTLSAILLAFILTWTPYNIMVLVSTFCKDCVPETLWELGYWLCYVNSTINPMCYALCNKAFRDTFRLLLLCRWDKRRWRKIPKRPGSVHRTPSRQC
TAAR1 antagonist = human TAAR1 antagonism. CHO RD-HGA16 TAAR1, Fluo-8 calcium fluorescence, antagonist. Q96RJ0. AID 624466. inhibition, % at 3 µM. hit rate 1.5% among 360,000;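 active = inhibition above a per-plate cutoff, the mean inhibition of test compounds on that plate plus 3 SD, cut at about 49% in these data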;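 also: 0% = DMSO plus EC80 beta-PEA response and 100% = DMSO alone without agonist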
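Assay system: RD-HGA16 CHO cells with stable hTAAR1 and Gα16 / Reagent: EC80 β-phenethylamine stimulus / Doses: 3 µM, single point / Timing: dye loading 75 min at 37 °C, then 30 min room temperature / Measured by: Fluo-8 intracellular calcium dye fluorescence, real-time kinetic reads / Controls: vehicle wells and EC80 agonist wells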
CHRM1 agonist = activates human CHRM1 receptor | P11229 | CHO-K1 hM1, Fluo-8 calcium fluorescence, agonist mode; 0% DMSO, 100% acetylcholine EC100 | activation, % at 3 µM | hit rate 0.33% among 360,000;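 active = activation above the run's mean compound activation plus 3 SD, cut at about 16% in these data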;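 also: peak over basal fluorescence ratio within a 140 s kinetic read after compound addition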
CHO-K1 Ca ag = nonselective activator or artifact in parental CHO-K1 cells; Fluo-8 calcium fluorescence; scaled to maximal ATP response, vehicle zero; hit rate 0.48% among 360,000; activation, % at 3 µM; in the data active = activation above about 15%;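 also: untransfected CHO-K1 host cells lacking M1 receptor as counterscreen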
* marks the source's active call; other numbers are inactive results; x = not tested or not shown.

#	molecule	TAAR1 ag	CHO parental Ca	CHO-K1 Ca PAM	OXTR potentiate	CHO-K1 Ca antag	CHRM1 antagonist	TAAR1 antagonist	CHRM1 agonist	CHO-K1 Ca ag
1	CCCCCn1c(=S)[nH]c2cc(C(=O)N3CCN(C(=O)OCC)CC3)ccc2c1=O	-1.0	-5.7	11.1	2.2	-3.2	-0.8	-11.0	-9.8	1.8
2	CC1=C(C(=O)N2CCCCCC2)CC(CC(=O)NC(c2ccccc2)c2ccccc2)C(=O)N1CCC1=CCCCC1 (stereo not given)	0.5	x	2.0	x	-14.3	x	3.9	x	0.5
3	O=C(NC1CCN(C(=O)NC2CCCCC2)CC1)c1cccc(F)c1	-1.8	-9.6	10.9	-8.4	-16.9	-8.9	8.3	-4.3	1.7
4	CNC(=O)COC(=O)c1cc(NC(=O)c2ccco2)c(OC)c(OC)c1	6.3	6.4	6.4	-0.6	-0.6	-16.1	3.0	-2.9	0.0
5	CCc1nc(SCc2ccccc2)n[nH]1	-0.6	-3.2	-21.6	0.8	13.3	-2.5	4.1	-3.0	0.0
6	COc1ccc(C2C3=C(CC(C)(C)CC3=O)Nc3cc4c(cc32)OCO4)cc1 (stereo not given)	5.0	-7.6	12.8	-2.9	-13.2	-15.0	12.5	-6.3	-0.1
7	O=C1c2ccccc2C(c2nnnn2Cc2ccccc2)N1CCCN1CCOCC1 (stereo not given)	0.8	x	10.8	x	-21.2	x	-16.4	x	0.7
8	Cc1oc(-c2ccccc2Cl)nc1CN(C)C(C)c1ccon1 (stereo not given)	7.1	-17.1	1.8	0.8	11.2	12.7	-2.6	-6.6	0.2

Complete entries as entered above. Values in the order: TAAR1 ag, CHO parental Ca, CHO-K1 Ca PAM, OXTR potentiate, CHO-K1 Ca antag, CHRM1 antagonist, TAAR1 antagonist, CHRM1 agonist, CHO-K1 Ca ag
`CCc1nc(SCc2ccccc2)n[nH]1` as listed: -0.6, -3.2, -21.6, 0.8, 13.3, -2.5, 4.1, -3.0, 0.0
`COc1ccc(C2C3=C(CC(C)(C)CC3=O)Nc3cc4c(cc32)OCO4)cc1` (stereo not given) as listed: 5.0, -7.6, 12.8, -2.9, -13.2, -15.0, 12.5, -6.3, -0.1
`O=C1c2ccccc2C(c2nnnn2Cc2ccccc2)N1CCCN1CCOCC1` (stereo not given) as listed: 0.8, x, 10.8, x, -21.2, x, -16.4, x, 0.7
`Cc1oc(-c2ccccc2Cl)nc1CN(C)C(C)c1ccon1` (stereo not given) as listed: 7.1, -17.1, 1.8, 0.8, 11.2, 12.7, -2.6, -6.6, 0.2

Next entries
#	molecule	TAAR1 ag	CHO parental Ca	CHO-K1 Ca PAM	OXTR potentiate	CHO-K1 Ca antag	CHRM1 antagonist	TAAR1 antagonist	CHRM1 agonist	CHO-K1 Ca ag
9	Cc1cccc(NC2=NC3(CCCCC3)N=C(N)N2)c1	15.7	0.5	-6.6	-5.0	15.6	7.2	4.3	-6.6	-0.6
10	Cc1csc(NC(=O)c2nn(C)c(C)c2[N+](=O)[O-])n1	1.8	-4.5	23.0	-7.7	-7.5	0.1	-17.2	-6.5	2.6
11	COc1cc([C@@H]2CC=C(C(=O)O)[C@H](c3ccc(F)cc3)N2S(=O)(=O)c2ccc(C)cc2)cc(OC)c1OC	3.7	-16.3	4.5	8.9	10.6	3.7	-0.9	-3.8	-0.5
12	O=C(/C=C/c1cccs1)Nc1ccc([N+](=O)[O-])cc1	4.4	-10.6	-6.4	-13.2	6.0	0.1	25.0	-5.3	2.4
13	COc1ccccc1-c1c(C)nn2c(N3CCC(C(N)=O)CC3)cc(C)nc12	-0.2	-6.5	19.0	-2.2	-5.7	-19.8	4.4	-1.1	0.5
14	CCCCCCCNC1=CC(=O)CC(c2ccccc2)C1 (stereo not given)	2.1	6.6	8.0	-1.5	2.5	4.5	35.3	-8.8	2.1
15	CC(=O)Nc1c2c(nn1-c1ccccc1C)CS(=O)C2 (stereo not given)	0.2	3.7	-5.5	0.4	-0.9	-7.3	-14.2	-3.4	0.3
16	O=C(O)CNC(=O)c1ccc(N2CCOCC2)cc1[N+](=O)[O-]	6.2	-0.5	-3.9	-14.4	-5.5	-9.4	24.3	-3.4	-0.1

3 structures from above, ordered by length of the SMILES, highest first.
#	molecule	TAAR1 ag	CHO parental Ca	CHO-K1 Ca PAM	OXTR potentiate	CHO-K1 Ca antag	CHRM1 antagonist	TAAR1 antagonist	CHRM1 agonist	CHO-K1 Ca ag
1	CCCCCn1c(=S)[nH]c2cc(C(=O)N3CCN(C(=O)OCC)CC3)ccc2c1=O	-1.0	-5.7	11.1	2.2	-3.2	-0.8	-11.0	-9.8	1.8
15	CC(=O)Nc1c2c(nn1-c1ccccc1C)CS(=O)C2 (stereo not given)	0.2	3.7	-5.5	0.4	-0.9	-7.3	-14.2	-3.4	0.3
9	Cc1cccc(NC2=NC3(CCCCC3)N=C(N)N2)c1	15.7	0.5	-6.6	-5.0	15.6	7.2	4.3	-6.6	-0.6

(next part)
#	molecule	TAAR1 ag	CHO parental Ca	CHO-K1 Ca PAM	OXTR potentiate	CHO-K1 Ca antag	CHRM1 antagonist	TAAR1 antagonist	CHRM1 agonist	CHO-K1 Ca ag
17	COc1ccc(-c2sc3ccccc3c2/C=C/c2ccncc2)cc1	12.4	-29.7	14.8	-1.3	-22.9	-9.9	-23.8	-7.8	0.2
18	CN(c1cccc(F)c1)c1cc2c(c3c1ccn3C)C1CCC2O1 (stereo not given)	-1.4	x	0.0	x	10.9	-2.1	-17.6	-3.7	0.1
19	CC1CC(C)CN(C(=O)CSc2nnc(CSc3ncccn3)n2C)C1 (stereo not given)	4.7	-2.7	1.1	-7.8	-4.2	-8.4	1.9	-3.8	-0.1
20	O=C(Nc1ccc2[nH]c(=O)[nH]c2c1)c1c(F)c(F)c(F)c(F)c1F	8.6	8.9	16.6	-14.2	0.1	-0.2	1.8	-6.6	0.9
21	Cc1ccc(S(=O)(=O)NC(=O)Nc2nnc(C)s2)cc1	3.0	-4.9	-0.9	-6.2	-8.4	-0.8	-9.5	-1.5	-0.2
22	Cc1ccc(C2=NN(C(=O)c3ccccc3F)C(c3ccccc3F)C2)cc1 (stereo not given)	-1.8	-24.1	-3.5	-7.5	-14.5	-4.6	-17.2	-6.1	-0.8
23	CCOC(=O)c1cc(NC(=O)N(CC)C2CCCCC2)c(C)nc1C	x	-10.4	4.4	-5.1	0.0	-1.9	x	-5.8	0.6
24	COc1ccc(NC(=O)CC2(Cc3ccccc3)CCOC(C)(C)C2)cc1 (stereo not given)	0.8	-19.8	17.3	-9.3	0.8	-3.6	-17.8	-6.5	2.8

3 of the entries above in order of their number in OXTR potentiate, ascending.
| cpd | mol | OXTR potentiate |
| --- | --- | --- |
| 24 | COc1ccc(NC(=O)CC2(Cc3ccccc3)CCOC(C)(C)C2)cc1 (stereo not given) | -9.3 |
| 22 | Cc1ccc(C2=NN(C(=O)c3ccccc3F)C(c3ccccc3F)C2)cc1 (stereo not given) | -7.5 |
| 23 | CCOC(=O)c1cc(NC(=O)N(CC)C2CCCCC2)c(C)nc1C | -5.1 |

The order is random (roughly 4.2% active in at least one column).
